Jurkat viability: cytotoxicity toward Jurkat T cells, primary screen, cytotoxicity control, cell-based, Jurkat E6.1, 60K MLSMR library; 56,000 tested, 1.2% active; AID 463, 2006; inhibition, % at 4 µM; Jurkat E6.1 viability, ATP luminescence, 48 h;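 active = inhibition above the mean inhibition of all tested compounds plus 3 SD, cut at about 28% in these data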
HEK293 NFkB inh: inhibitors of PMA/ionomycin-induced NF-kB reporter, primary screen, antigen receptor NF-kB inhibitor project, cell-based, HEK-293 luciferase reporter, luminescence; AID 465, 2006; 62,000 tested, 0.21% active; inhibition, % at 3 µM; HEK-293 NF-kB luciferase reporter;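 active = inhibition above the mean of all tested compounds plus 3 SD, cut at about 40% in these data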;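 also: 0% = stimulated DMSO wells and 100% = 10 µM reference inhibitor 5653914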
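Timing: 1 h pretreatment, 16 h stimulation, 37 °C; system: HEK-293 cells with stable firefly luciferase reporter driven by four HIV NF-kB elements; doses: 3 µM once, 0.30% DMSO; measured by: luciferase luminescence; control set: DMSO and 10 µM reference inhibitor; repeats: single test; reagent: PMA plus ionomycin mix as NF-kB-activating stimulus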
TNAP act mid DEA: human TNAP enzyme activators, primary screen, biochemical, luminescent, intermediate phosphate acceptor level. purified TNAP, CDP-star luminescence, 100 mM DEA, 30 min; stronger effect = higher value; scale: 0 levamisole-inhibited, 1 vehicle-only enzyme. activation factor at 20 µM. 64,000 tested, under 10 active;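 active = activation factor of at least 2 at 20 µM, relative to controls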
Target sequence (P05186 whole entry, looked up): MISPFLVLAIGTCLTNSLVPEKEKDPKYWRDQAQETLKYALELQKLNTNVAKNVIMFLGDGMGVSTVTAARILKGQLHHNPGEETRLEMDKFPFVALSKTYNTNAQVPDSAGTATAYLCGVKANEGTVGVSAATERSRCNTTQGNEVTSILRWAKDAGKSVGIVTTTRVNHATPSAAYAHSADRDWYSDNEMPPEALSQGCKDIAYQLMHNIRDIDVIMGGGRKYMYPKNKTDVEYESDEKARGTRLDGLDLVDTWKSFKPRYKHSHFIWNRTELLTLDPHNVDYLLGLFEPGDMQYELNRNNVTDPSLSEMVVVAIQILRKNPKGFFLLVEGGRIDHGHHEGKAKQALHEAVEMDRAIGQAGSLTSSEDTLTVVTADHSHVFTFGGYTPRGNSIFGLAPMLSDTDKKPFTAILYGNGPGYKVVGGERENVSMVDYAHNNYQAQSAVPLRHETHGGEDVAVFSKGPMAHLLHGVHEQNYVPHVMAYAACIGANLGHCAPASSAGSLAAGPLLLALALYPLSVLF
PKA kinase inh: inhibitors of human PKA kinase activity, primary screen, biochemical, ATP-depletion luminescence, Kemptide substrate; cAMP-dependent protein kinase catalytic subunit alpha (Homo sapiens), P17612; PKA Kemptide phosphorylation, Kinase-Glo ATP luminescence; inhibition, % at 6 µM; 65,000 tested, 0.1% active;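 active = inhibition above the screen-wide mean inhibition plus 3 SD, cut at about 21% in these data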; also: many of its hits are not listed in these tables
Cdc25B block: inhibitors of Cdc25B phosphatase catalytic domain, primary screen, biochemical, OMFP fluorescence | 65,000 tested, 0.1% active | recombinant Cdc25B, OMFP fluorescence Ex485/Em525 | AID 368, 2006 | inhibition, %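 (compounds tested at 10 µM final in the well)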; in the data active = inhibition above about 50%
Target sequence (P30305 whole entry, looked up, the tested form may be a part): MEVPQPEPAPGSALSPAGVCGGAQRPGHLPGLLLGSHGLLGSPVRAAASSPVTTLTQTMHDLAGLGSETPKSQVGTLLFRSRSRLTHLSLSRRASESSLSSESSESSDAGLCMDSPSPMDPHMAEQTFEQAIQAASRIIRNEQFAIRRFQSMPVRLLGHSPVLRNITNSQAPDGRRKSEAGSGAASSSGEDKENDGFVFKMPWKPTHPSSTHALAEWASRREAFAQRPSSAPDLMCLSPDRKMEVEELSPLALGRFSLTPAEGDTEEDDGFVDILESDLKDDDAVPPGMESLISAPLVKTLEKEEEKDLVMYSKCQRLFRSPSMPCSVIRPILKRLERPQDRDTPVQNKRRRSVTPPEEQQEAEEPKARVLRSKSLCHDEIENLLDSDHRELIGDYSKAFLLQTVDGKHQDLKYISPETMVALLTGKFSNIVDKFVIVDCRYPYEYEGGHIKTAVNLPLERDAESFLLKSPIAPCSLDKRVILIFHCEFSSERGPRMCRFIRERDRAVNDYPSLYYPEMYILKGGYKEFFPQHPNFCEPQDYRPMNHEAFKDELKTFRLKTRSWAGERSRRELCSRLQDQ
JNK3 inh: JNK3 kinase activity inhibitors, primary screen, biochemical, human, purified enzyme | HTS | inhibition, % at 8 µM | 60,000 tested, 0.61% active | AID 746, 2007; in the data active = inhibition above about 17%;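 also: 0% = DMSO and 100% = reference inhibitor; many of its hits are not listed in these tables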
MMP-13 inhibitor: human MMP13 inhibitors, primary screen, biochemical, FRET peptide cleavage. 65,000 tested, 0.07% active. AID 570, 2006. inhibition, % at 4 µM. MMP-13 fTHP FRET cleavage, Mca fluorescence. Collagenase 3 (Homo sapiens), P45452;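 active = inhibition above the mean of compound-free control plate wells plus 3 SD, cut at about 14% in these data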;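 also: 0% = DMSO wells and 100% = wells with reference MMP-13 inhibitor after basal subtraction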
ROCK2 inh: inhibitors of human ROCK2 kinase, primary screen, biochemical, high-throughput, luminescence | 60,000 tested, 0.35% active | purified ROCK2, Kinase-Glo ATP depletion luminescence | inhibition, % at 6 µM | AID 604, 2007;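 active = inhibition above the screen-wide mean inhibition plus 3 SD, cut at about 18% in these data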;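 also: plate controls were DMSO wells for no effect and Y-27632 control wells after no-enzyme background subtraction for full effect; many of its hits are not listed in these tables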
DUSP1 inh: MKP-1 phosphatase inhibitors, primary screen, biochemical, in vitro; Dual specificity protein phosphatase 1 (Homo sapiens), P28562; recombinant MKP-1, OMFP hydrolysis fluorescence; inhibition, %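 (compounds tested at a single concentration somewhere between 10 and 100 µM)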; 65,000 tested, 0.15% active; AID 374, 2006;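 active = inhibition above about 50%, limit read from the data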;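 also: 0% = DMSO max control wells and 100% = wells with enzyme stopped by NaOH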
* hit, by the source's call; x = not tested or not shown.

SMILES	Jurkat viability	HEK293 NFkB inh	TNAP act mid DEA	PKA kinase inh	Cdc25B block	JNK3 inh	MMP-13 inhibitor	ROCK2 inh	DUSP1 inh
CCOc1ccc(-n2c(Cc3cc(=O)[nH]c(=O)[nH]3)nnc2SCC)cc1	-1	12	0.9	-2	22	-2	2	0	2
COc1ccc(Cc2nnc(Nc3ccc(C)cc3C)[nH]c2=O)cc1	x	3	0.9	9	-6	x	6	x	11
CN1CCN(C(=O)c2ccc(CN3CCOCC3)cc2)CC1	x	20	1	6	-1	x	5	x	4
Cn1c(=O)c2c(SCc3cccc(C(F)(F)F)c3)nc(-c3ccco3)nc2n(C)c1=O	2	9	1	4	-4	2	2	-4	37
O=C(Nc1ccccn1)NC12CC3CC(CC(C3)C1)C2	-2	8	0.9	10	3	10	-2	2	0
Cc1cccc(N(C)C(=O)CCS(=O)(=O)c2cccc3nonc23)c1	x	5	1	-5	-8	x	-1	x	2
CCOC(=O)C1=C(O)C(=O)N(c2ccc(S(N)(=O)=O)cc2)C1c1ccc(OC)cc1 (configuration not stated)	-4	7	0.8	1	-2	4	-4	5	-7
Fc1ccccc1C(c1nnnn1Cc1ccc2c(c1)OCO2)N1CCN(Cc2ccco2)CC1 (configuration not stated)	7	9	1	-5	-9	2	0	4	20
COc1ccc(N(CC(=O)N2CCc3ccccc32)S(=O)(=O)c2c(C)n[nH]c2C)cc1	-1	8	1	8	-16	-6	4	0	32
COc1cccc2cc(C(=O)C3=C(O)C(=O)N(CCCN(C)C)C3c3ccncc3)oc12 (configuration not stated)	1	26	1	7	9	8	-4	0	-9
COc1cccc(-c2cc(C(=O)N3CCCCC3C)no2)c1 (configuration not stated)	0	-42	0.9	1	-9	4	-6	-2	23
Cc1[nH]c(=O)[nH]c(=O)c1S(=O)(=O)NCC12CC3CC(CC(C3)C1)C2	2	-6	1	-4	11	1	-4	-4	5
COC(=O)c1cc(Cl)c(N)cc1OC	10	3	1	6	-1	-2	4	-1	-7
CCOC(=O)c1ccc2c(c1)N(CC(=O)N1CCCC1)C(=O)C(C)(C)O2	-3	-4	0.9	2	0	0	-1	10	-39
O=S1(=O)CCN2C(c3ccc4c(c3)CCCC4)=CSC2=N1	11	11	1	10	3	1	-2	7	-3
Cc1[nH]nc2c1C(c1ccc(Cl)cc1)C(C#N)=C(N)O2 (configuration not stated)	-2	10	0.8	7	-2	3	2	1	-5
COCCNS(=O)(=O)c1ccc(-c2ccc(S(=O)(=O)NCCOC)cc2)cc1	9	20	0.9	11	-10	-2	-6	-8	-17
COCCSc1nc2c(c(=O)[nH]c(=O)n2C)n1Cc1cccc(C)c1	0	6	1	-10	1	-2	10	-2	2
CCCc1nnc(SCC(=O)N2CCOCC2)n1Cc1ccco1	-4	14	0.8	13	-11	-2	3	7	-6
C=CCn1c(SCC(=O)Nc2ccc3c(c2)OCO3)nnc1-c1ccccc1OC	3	12	0.9	2	9	-12	7	-2	-11
CCOC(=O)NC(CC(=O)O)c1ccc(OC)cc1 (configuration not stated)	1	22	1	8	6	7	1	6	-9
Cc1ccccc1N1C(=O)C(Cl)=C(N2CCCCCC2)C1=O	3	11	0.8	-2	-6	4	0	1	-1
O=C(CN1C(=O)CC(c2ccco2)Sc2ccccc21)NCC1CCCO1 (configuration not stated)	-4	-3	1	8	-15	-3	3	4	-8
CCOC(=O)C(C)n1ncn2cccc2c1=O (configuration not stated)	2	12	0.9	6	12	4	4	6	-11
O=C(Nc1cccc(F)c1)NC1CCCCC1	-6	-2	0.8	7	2	0	6	8	-1
CC(=O)N=c1ncn(CC(COC(C)=O)OC(C)=O)c2nc[nH]c12 (configuration not stated)	-2	2	0.9	5	1	2	2	5	-19
CN(CCNC(=O)CCNC(=O)Cn1ccc2ccccc2c1=O)Cc1ccccc1	1	17	0.9	7	15	-8	-1	0	-7
Cc1cc2ccccc2n1CCNC(=O)c1cccs1	4	6	0.9	6	1	2	0	6	12
Cc1cc(Cl)ccc1OCC(=O)NCCCN1CCOCC1	0	13	0.9	0	-7	2	4	-2	-17
CCOC(=O)N1CCN(C(=O)CSCC(=O)Nc2nc(-c3cccs3)cs2)CC1	2	11	x	2	-17	-4	1	4	-2

Compound profiles (already shown). Order of values: Jurkat viability | HEK293 NFkB inh | TNAP act mid DEA | PKA kinase inh | Cdc25B block | JNK3 inh | MMP-13 inhibitor | ROCK2 inh | DUSP1 inh
Listed for `Fc1ccccc1C(c1nnnn1Cc1ccc2c(c1)OCO2)N1CCN(Cc2ccco2)CC1` (configuration not stated) : 7 | 9 | 1 | -5 | -9 | 2 | 0 | 4 | 20
Listed for `O=C(CN1C(=O)CC(c2ccco2)Sc2ccccc21)NCC1CCCO1` (configuration not stated) : -4 | -3 | 1 | 8 | -15 | -3 | 3 | 4 | -8
Listed for `Cc1cccc(N(C)C(=O)CCS(=O)(=O)c2cccc3nonc23)c1` : x | 5 | 1 | -5 | -8 | x | -1 | x | 2

The results go on:
SMILES	Jurkat viability	HEK293 NFkB inh	TNAP act mid DEA	PKA kinase inh	Cdc25B block	JNK3 inh	MMP-13 inhibitor	ROCK2 inh	DUSP1 inh
CC(C)Cc1nc(C(N)=O)c2[nH]c(=O)n(-c3ccc(F)cc3)c2n1	0	16	1	6	-1	-3	-21	8	14
COc1ccc(N2CCN(C(=O)c3cc4c(-c5cccc(OC)c5)nn(C)c4s3)CC2)cc1	9	5	0.8	11	3	0	-1	5	9
O=C(CSc1nnc(-c2ccccc2)o1)N1CCc2ccccc2C1	6	9	0.8	7	1	8	-2	-6	-1
CCOC(=O)c1c(NC(=O)CSc2nnnn2C)sc(C)c1-c1ccc(C)cc1	17	13	0.9	7	-22	-1	0	3	40
COc1ccc(NC(=O)c2ccc(N(C)S(C)(=O)=O)cc2)cc1OC	0	12	0.9	11	-7	6	3	7	4
O=C(Nc1nccs1)c1ccc(Cl)s1	-4	-36	0.8	6	-7	14	7	3	3
COc1ccc2cc(CN(Cc3cccnc3)S(=O)(=O)c3ccccc3)c(=O)[nH]c2c1	12	3	0.9	-2	-11	-8	-11	-2	-12
O=C(Nc1ccccc1)NC1(C(=O)N2CCN(c3ncccn3)CC2)CCCCC1	-10	9	0.9	7	-16	7	6	3	-11
CCOC(=O)c1c(NC(=O)CSc2nnc(C)s2)sc2c1CCN(C)C2	-4	6	1	2	-9	-6	-4	6	3
CCCCC(=O)Nc1nn(CC(C)C)c2nc3ccccc3cc12	x	-2	1	0	x	x	2	x	x
COC(=O)C1=C(C)Nc2ncnn2C1c1ccccn1 (configuration not stated)	-5	12	0.9	3	5	2	-1	2	4
CCOC(=O)N1CCN(C(=O)CCN2C(=O)COc3ccc(C)cc32)CC1	-6	9	0.9	-1	-7	-6	5	6	1
NC(=O)c1ccsc1NC(=O)C1CCCN1S(=O)(=O)c1ccc(Cl)cc1 (configuration not stated)	x	5	0.9	7	-8	x	2	x	5
Cn1c(CN2CCCCC2)c(C#N)c2ccccc21	2	5	0.9	4	-6	-8	-17	-2	-3
C=COCCNC(=O)Nc1ccc(Cl)c(Cl)c1	6	12	1	6	-17	1	-4	5	-7
CCCOc1cccc(C(=O)N(Cc2ccco2)C2CCS(=O)(=O)C2)c1 (configuration not stated)	-5	1	0.9	7	-2	-2	1	4	-4
CCOC(=O)C1=C(C(C)=O)C(c2cccnc2)C(C#N)=C(N)O1 (configuration not stated)	x	x	0.9	4	2	6	-20	3	-28
Cn1c(=O)c2[nH]c(CNCc3ccccc3Cl)nc2n(C)c1=O	-4	5	x	10	-2	-1	2	8	-28
COCCCNS(=O)(=O)c1ccc(OC)c(Cl)c1Cl	0	8	0.9	9	0	-8	3	6	0
COc1cccc(NC(=O)c2oc3ccccc3c2NC(=O)c2ccc3c(c2)OCO3)c1	-4	11	0.9	-5	-6	-4	-10	1	-9
O=S1(=O)N=C(N2CCOCC2)c2ccccc21	x	16	1	0	-10	x	-3	x	-10
C=CCNC(=O)NC(=S)c1ccccc1	1	2	0.9	5	-6	5	2	1	1
Cc1cc(C)nc(-n2nc(C)cc2NC(=O)c2cc3ccccc3oc2=O)n1	0	1	1	7	-8	3	-2	3	0
COc1cccc(C(=O)NC2(C(F)(F)F)N=C3SCCN3C2=O)c1 (configuration not stated)	-4	4	0.9	1	0	2	-1	5	-2
CCCCn1c(SCC(=O)OCC)nc2c1c(=O)[nH]c(=O)n2C	-5	8	0.8	-5	-3	1	2	-1	-8
O=C(CSc1nnc2c(Cl)cc(C(F)(F)F)cn12)Nc1ccc2c(c1)OCO2	x	7	0.9	3	-14	x	1	x	9
Oc1cccc(Nc2ncnc3ccccc23)c1	-7	2	0.9	12	-5	5	6	10	-15
Cn1nnnc1Sc1ncnc2scc(-c3ccccc3)c12	3	18	1	8	-5	-1	-5	7	9
COc1ccccc1NC(=O)CSc1nnc(Cn2c(=O)sc3ccccc32)n1C	-5	18	1	4	-13	9	-2	-9	0
O=C(Cn1ccc2ccccc2c1=O)NCCC(=O)N1CCN(c2cccc(C(F)(F)F)c2)CC1	-3	13	0.9	6	-12	5	0	1	33

Limited to DUSP1 inh, HEK293 NFkB inh and MMP-13 inhibitor, for some of the entries so far:
smiles | DUSP1 inh | HEK293 NFkB inh | MMP-13 inhibitor
COc1cccc(C(=O)NC2(C(F)(F)F)N=C3SCCN3C2=O)c1 (configuration not stated) | -2 | 4 | -1
CCCCn1c(SCC(=O)OCC)nc2c1c(=O)[nH]c(=O)n2C | -8 | 8 | 2
O=C(CSc1nnc2c(Cl)cc(C(F)(F)F)cn12)Nc1ccc2c(c1)OCO2 | 9 | 7 | 1

Following part:
SMILES	Jurkat viability	HEK293 NFkB inh	TNAP act mid DEA	PKA kinase inh	Cdc25B block	JNK3 inh	MMP-13 inhibitor	ROCK2 inh	DUSP1 inh
C=C1C2(C(=O)NCc3ccco3)CCC(C2)C1(C)C (configuration not stated)	8	-8	0.9	-3	-7	-1	4	2	8
CCNc1nc(NC(C)C)nc(OCCNS(=O)(=O)c2cc(C)ccc2C)n1	2	1	0.9	5	-7	-3	1	4	-5
CCCn1c(NC(=O)C2CCN(S(=O)(=O)c3cccs3)CC2)nc2ccccc21	84*	10	1	9	-8	7	-8	5	8
COc1ccc(NC(=O)NCc2cccnc2)cc1OC	2	7	1	0	-9	-7	-2	6	23
Cc1ccc(S(=O)(=O)N2CCN(C(=O)CCC(=O)N3CCc4ccccc43)CC2)cc1	x	13	0.9	-2	-14	x	-1	x	13
CCCn1c(C)cc(=O)c2cc(NC(=O)c3cnccn3)ccc21	0	3	0.9	10	-11	1	2	9	28
O=C(COC(=O)c1cc2ccccc2o1)c1ccccc1	-4	7	0.9	3	7	-4	3	-1	11
CCOC(=O)c1c(NC(=O)CSc2nnc(Cc3csc(N)n3)n2C)sc(C)c1C	3	12	1	9	-16	3	7	3	17
Cc1cccc(N2CCN(C(=O)C3CCCN(S(=O)(=O)c4c(C)noc4C)C3)CC2)c1C (configuration not stated)	8	7	0.9	1	-11	-1	3	4	5
O=C(CN(Cc1ccccc1)C(=O)CCC(=O)Nc1ccccn1)NCc1ccco1	-6	23	1	8	-1	-4	-1	4	-25
Cc1ccc(CN2C(=O)CCC2C(=O)NCc2ccco2)cc1 (configuration not stated)	2	8	0.9	-3	22	-3	0	-3	8
CSCCC(NC(=O)CCN1C(=O)c2ccccc2C1=O)C(=O)O (configuration not stated)	7	18	0.9	-6	-10	5	1	-6	1
COCCSc1nnc(NC(=O)C2CCCO2)s1 (configuration not stated)	2	10	0.8	4	-7	4	4	-4	-2

Screening data from PubChem.
